Compound activity (PubChem BioAssay)
697 NFkB inh: lowers PMA/ionomycin-induced NF-kB signal in 697 B cells; AID 435022; 0.33% of 330,000 active; inhibition, % at 4 µM; 697 B-cell NF-kB luciferase reporter, 16 h; in the data active means inhibition above about 35%
XBP1 UPR activ: adaptive UPR (XBP1) activation | 0.33% of 330,000 active | AID 463104 | activation, % at 20 µM | CHO-XBP1 luciferase reporter, IRE1-XBP1 UPR activation, luminescence; percent of tunicamycin response, DMSO as zero;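 active means versus positive control, 20 µM dose yields 30% or more activation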;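 further: 100% = tunicamycin at 10 µg/mL and 0% = DMSO only wells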
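incubation = overnight seeding at 37 °C, 6 h compound treatment at 37 °C | assay system = CHO-XBP1 cells stably carrying IRE1-XBP1-driven luciferase reporter | input = 1000 cells per well | detection = luciferase luminescence | dosing = single point, 20 µM final compound, 1% DMSO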
Mdm2-MdmX inh: inhibitors of human Mdm2/MdmX interaction. SaOS-2 split-luciferase Mdm2/MdmX complementation, luminescence. inhibition, % at 8 µM. 3% of 330,000 active. AID 485346;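 active means inhibition of at least 50% at 8 µM in the primary screen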
Target sequence (O15151 whole entry, looked up): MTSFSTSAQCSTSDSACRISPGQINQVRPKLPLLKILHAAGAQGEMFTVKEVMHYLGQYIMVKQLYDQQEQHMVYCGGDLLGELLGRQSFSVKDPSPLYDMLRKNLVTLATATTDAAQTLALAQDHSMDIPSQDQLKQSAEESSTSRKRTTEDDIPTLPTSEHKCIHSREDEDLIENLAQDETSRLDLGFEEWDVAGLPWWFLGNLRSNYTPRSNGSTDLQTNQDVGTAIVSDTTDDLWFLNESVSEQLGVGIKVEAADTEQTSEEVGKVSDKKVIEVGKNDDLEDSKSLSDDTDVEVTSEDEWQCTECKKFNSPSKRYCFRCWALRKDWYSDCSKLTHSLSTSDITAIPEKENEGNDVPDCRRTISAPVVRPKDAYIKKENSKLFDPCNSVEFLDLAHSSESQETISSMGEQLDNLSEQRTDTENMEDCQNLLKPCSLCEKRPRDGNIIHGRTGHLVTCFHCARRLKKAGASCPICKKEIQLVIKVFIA
Target sequence (Q00987 whole entry, looked up): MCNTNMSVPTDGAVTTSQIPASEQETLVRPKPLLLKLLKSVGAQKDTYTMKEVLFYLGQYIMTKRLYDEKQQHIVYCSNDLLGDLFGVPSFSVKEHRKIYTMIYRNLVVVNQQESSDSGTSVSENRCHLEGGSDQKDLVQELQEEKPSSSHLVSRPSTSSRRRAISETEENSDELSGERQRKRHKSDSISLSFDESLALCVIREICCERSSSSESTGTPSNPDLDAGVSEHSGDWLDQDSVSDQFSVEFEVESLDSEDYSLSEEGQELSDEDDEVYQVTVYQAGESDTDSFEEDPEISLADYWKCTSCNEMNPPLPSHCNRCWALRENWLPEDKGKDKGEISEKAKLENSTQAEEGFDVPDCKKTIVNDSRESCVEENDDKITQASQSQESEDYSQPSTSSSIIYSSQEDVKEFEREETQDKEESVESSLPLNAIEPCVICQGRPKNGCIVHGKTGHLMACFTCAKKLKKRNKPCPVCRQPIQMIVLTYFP
Jurkat NFkB inh: lowers PMA/ionomycin-induced NF-kB signal in Jurkat cells | PMA/ionomycin-induced NF-kB luciferase reporter, luminescence | inhibition, % at 4 µM | 0.53% of 330,000 active | AID 435003; in the data active means inhibition above about 50%
APJ ag: APJ receptor agonism | P35414 | CHO-K1 APJ PathHunter beta-arrestin, luminescence; 0% DMSO wells, 100% apelin | activation, % at 20 µM | 0.11% of 330,000 active;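 active means activation more than six SD over the plate average, tested at 20 µM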;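 further: 0% = DMSO alone and 100% = apelin-13 at 10 nM; some results filed as inactive read as strong as hits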
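Assay system: engineered CHO-K1 APJ arrestin reporter cells; Amount: 1000 CHO-K1 reporter cells seeded per well; Dosing: one dose, 20 µM compound, 1% DMSO; Times: compound stimulation 90 min at 25 °C, detection 60 min; Measured by: luminescent beta-gal fragment complementation, chemiluminescent substrate; Read-out: APJ–arrestin association signal; Controls: DMSO vs Apelin-13 10 nM.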
tim23-1 inh: growth inhibitors of tim23-1 mutant yeast | S. cerevisiae tim23-1 growth, BacTiter-Glo luminescence, 24 h | inhibition, % at 20 µM | 1.3% of 330,000 active;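 active means growth inhibition of the mutant yeast at or above 50%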;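 further: temperature-sensitive mutant grown at 25 °C; plate controls were DMSO-treated mutant yeast for no effect and medium wells lacking yeast for full effect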
CHOP UPR activ: activators of apoptotic arm of unfolded protein response (CHOP) | CHO-CHOP luciferase reporter, UPR activation, luminescence; percent of tunicamycin response over DMSO baseline | activation, % at 10 µM | 0.34% of 330,000 active | AID 449763;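 active means at 10 µM dose, activation of 40% or more, normalized to positive control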;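 further: 100% = tunicamycin at 10 µg/mL and 0% = DMSO alone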
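Test system: CHO-CHOP cells, stable luciferase reporter of PERK-eIF2a-CHOP signalling | Quantity: 500 CHO-CHOP cells per well | Buffer or medium: F12 plus 10% serum | Compound dosing: 10 µM single point, 0.5% DMSO | Schedule: 6 h compound treatment, 37 °C | Signal: Luciferase luminescence | Control set: Tunicamycin high control, DMSO low control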
APJ antagonist: antagonists of human APJ apelin receptor; 0.32% of 330,000 active; CHO-K1 APJ beta-arrestin complementation, luminescence; inhibition, % at 20 µM; AID 2521;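 active means inhibition above about 40% at 20 µM, limit read from the data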;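 further: cells challenged with 10 nM apelin-13 agonist together with compound; plate controls were apelin-13 plus DMSO wells for no effect and DMSO wells lacking apelin-13 for full effect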
* = called active by the depositor; nt = not tested or not shown. Rows are unselected, and some 5% of all compounds hit somewhere here.

Sample of the layout (5 entries):
SMILES	697 NFkB inh	XBP1 UPR activ	Mdm2-MdmX inh	Jurkat NFkB inh	APJ ag	tim23-1 inh	CHOP UPR activ	APJ antagonist
CN(CCC#N)C(=O)COC(=O)c1ccc2[nH]c3c(c2c1)CCCC3	-40	2	35	-8	-1	26	0.2	4
CCNC(=S)Nc1cc(OCC)c(N2CCOCC2)cc1OCC	-2	-1	10	0	2	11	0.5	-11
Cc1cccc(C(=O)O[C@H]2[C@H](Cc3ccccc3)NS(=O)(=O)[C@H]3CC4C=C[C@]23O4)c1	8	-2	14	-10	-2	6	-1.2	6
O=C1CCCC2=C1Sc1ccccc1N2	5	0	-12	-2	4	9	1.5	-19
O=S1(=O)c2ccccc2N=NN1Cc1ccc(Cl)c(Cl)c1	-5	0	-7	1	6	-3	0.9	-13

Main list, from the start:
SMILES	697 NFkB inh	XBP1 UPR activ	Mdm2-MdmX inh	Jurkat NFkB inh	APJ ag	tim23-1 inh	CHOP UPR activ	APJ antagonist
CN(CCC#N)C(=O)COC(=O)c1ccc2[nH]c3c(c2c1)CCCC3	-40	2	35	-8	-1	26	0.2	4
CCNC(=S)Nc1cc(OCC)c(N2CCOCC2)cc1OCC	-2	-1	10	0	2	11	0.5	-11
Cc1cccc(C(=O)O[C@H]2[C@H](Cc3ccccc3)NS(=O)(=O)[C@H]3CC4C=C[C@]23O4)c1	8	-2	14	-10	-2	6	-1.2	6
O=C1CCCC2=C1Sc1ccccc1N2	5	0	-12	-2	4	9	1.5	-19
O=S1(=O)c2ccccc2N=NN1Cc1ccc(Cl)c(Cl)c1	-5	0	-7	1	6	-3	0.9	-13
CC(=O)c1ccc(OCc2cc(C(=O)N(C)Cc3nc4c(C)cccc4[nH]3)no2)cc1	13	11	25	23	-2	17	1.6	8
CC1Cc2ccccc2N1C(=O)COC(=O)c1cccc(Br)c1 (stereo not given)	15	0	18	-2	-3	33	2.7	16
CC1=C(C(=O)OC2CCCCC2)C(c2ccc(O)cc2)NC(=O)N1 (stereo not given)	10	2	3	11	-2	7	3.0	-7
C=CCN1CCN(C(CC(C)C)c2nnnn2CCOC)CC1 (stereo not given)	5	1	6	-10	-1	14	1.6	6
CC1(C)CC(=O)c2c(O)cc(OCC(=O)N3CCN(c4ccc(F)cc4)CC3)cc2O1	-29	0	-7	-4	4	34	0.9	-2
O=[N+]([O-])c1ccc(N2CCN(S(=O)(=O)c3ccccc3)CC2)cc1	-3	-1	11	35	-5	14	-1.5	5
Cc1ccc(CNC(=O)c2cnc(-c3ccccn3)nc2C(F)(F)F)cc1	11	-1	3	-18	-5	-5	-0.4	-6
N/C(=N\N=C\c1ccc(O)cc1)c1nonc1N	-149	4	-78	-70	-1	9	2.0	1
Cc1ccnc(N2C(=O)c3ccccc3C2O)c1 (stereo not given)	-97	-6	-52	-94	-6	7	-0.9	12
Cc1cnc2c(C(=O)O)cnn2c1	9	1	2	-9	-3	11	-1.8	-22
C/C(=N\NC(=O)CSc1nc2ccccc2s1)c1ccco1	14	1	-15	1	-2	20	-1.8	-8
O=C(CNC(=O)c1ccccc1Cl)N/N=C/c1ccc([N+](=O)[O-])s1	-4	-1	40	16	2	34	-1.1	-14
O=C(CN1CCN(C(=O)CCC(=O)N2CCC(c3ccccc3)=N2)CC1)Nc1ccc(F)cc1	1	1	-6	-5	-2	-3	1.4	0
COc1ccccc1N1C(=O)S/C(=C\c2ccc(C)s2)C1=O	-99	-2	2	-54	-2	18	8.8	13
COc1ccc(N2CCN(C(c3nnnn3CCc3ccccc3)C(C)C)CC2)cc1 (stereo not given)	-2	1	-15	-9	-3	22	-1.3	1
O=C1Nc2cc(Cl)c(Cl)cc2N(O)N1c1cccc(Cl)c1	19	0	10	18	-3	-7	-0.4	-3
CCOc1cc(/C=C(\C#N)C(N)=O)ccc1OS(=O)(=O)c1ccccc1	-4	-4	-12	7	1	57*	1.9	-17
O=C(CSc1ccccn1)Nc1nncs1	-15	-2	-12	4	1	8	-1.0	1
Cc1cccc(C)c1OCC(=O)Nc1ccc(N2CCOCC2)cc1	12	-2	4	2	-3	15	1.6	15
O=C(N/N=C/C=C/c1ccccc1)NC1CCCCC1	-24	0	0	-15	-1	42	0.8	-8
Cc1cc([N+](=O)[O-])ccc1NCc1ccccc1	12	-4	2	3	-3	22	0.7	11
Cc1cc(=O)n2nc(N3CCCC3C(=O)Nc3ccc(C(C)C)cc3)sc2n1 (stereo not given)	5	3	12	2	-1	2	-1.8	1
O=C(CN1C(=O)CCS(=O)(=O)c2ccccc21)NCc1ccccc1	15	-4	2	19	-4	0	-1.3	0
CCN1CCCC1CNC(=O)c1ccc2c(=O)n(CCOC)c(=O)[nH]c2c1 (stereo not given)	-4	-1	-2	-17	-1	3	-0.4	5
O=C(N/N=C/c1ccc2c(c1)OCO2)c1ccc2ccccc2n1	5	-1	19	-12	-1	-2	-0.8	-3
COc1ccc(NC(=O)/C(C#N)=C/c2c(C)nn(-c3ccc(F)cc3)c2Cl)cc1OC	-16	-1	10	3	5	44	1.0	0
CCCc1nc2c(c(=O)c3ccccc3n2C)c(=O)n1-c1ccc(F)cc1	4	0	9	11	0	11	-0.5	4
Cc1cccc(OCC2=N/C(=C\N(C)C)C(=O)O2)c1	3	-2	5	-22	0	2	-0.1	-4
CC(C)(C)[C@H]1C=C(C(=O)O)O[C@@H](OCc2ccc(CO)cc2)C1	-20	0	-9	-20	-3	12	0.6	-70
Cc1cc(=O)oc2cc(OCC(=O)OC(C)C(=O)Nc3ccc(S(N)(=O)=O)cc3)ccc12 (stereo not given)	-2	-2	-19	-6	-6	-2	0.0	6
N#CC(c1ccccc1)c1cnccn1 (stereo not given)	18	-2	9	14	2	2	-0.5	9
Cc1cccc(NS(=O)(=O)c2ccc(C)c(C(=O)NCc3ccncc3)c2)c1	-9	-2	-5	-6	5	1	1.1	-56
O=C(NCCN1CCNC1=O)C1CCC(=O)N(CCc2ccccc2)C1 (stereo not given)	15	-4	22	1	15	1	-0.6	13
Clc1cccc(Oc2cnc3ccccc3n2)c1	-9	0	5	-3	-4	1	1.6	8
CCOCCCNC(=S)N1CCN(c2nc(-c3ccccc3)cs2)CC1	-14	-2	26	2	0	34	0.0	-3
c1ccc2c(c1)CCN(C1CCCCC1)C2	21	-3	-8	-5	-1	-6	0.3	17
CCOC(=O)CNC(=O)c1cn(CC)c(=O)c2cc(OC)c(OC)cc12	13	-1	5	-8	-3	-6	0.7	0
CC(=O)c1ccc(C(=O)Nc2sc3c(c2C(N)=O)CCN(Cc2ccccc2)C3)cc1	-4	2	25	-23	6	20	2.1	24
Cc1cccc(-c2nc(CSCC(=O)N3CCN(Cc4ccc5c(c4)OCO5)CC3)c(C)o2)c1	-31	-7	34	25	-1	24	1.0	7
O=C(c1cn(-c2ccc(Cl)c(Cl)c2)nn1)C1CC1	-18	1	-30	-22	-5	9	8.8	-4
Cc1cccc(-n2cc(CNCCN3CCOC3=O)c(-c3cccc(F)c3)n2)c1	0	3	-5	11	-4	7	0.8	10
CCOC(=O)CCCCC(=O)c1[nH]c(=O)[nH]c1CSc1nc(C)cc(C)n1	9	-2	24	11	-5	1	-3.0	8
CCN(CC(=O)Nc1c(F)cccc1F)C(=O)c1ccc(C2SCCS2)cc1	18	1	5	17	-5	14	0.9	16
N#Cc1sc(=O)[nH]c1Cl	42*	-1	12	17	1	13	0.4	4
Cc1ccc(C(=O)NNC(=O)C2CCN(Cc3ccc(Cl)c(Cl)c3)CC2)cc1	-4	2	19	12	-1	12	1.8	4
O=C(COC(=O)CCc1nc2ccccc2c(=O)[nH]1)Nc1ccc(N2CCOCC2)cc1	-3	1	12	2	-2	1	0.6	6
O=C(Nc1ccc(C(=O)O)cc1)/C(=C\c1ccc2c(c1)OCO2)NC(=O)c1ccc(Br)cc1	14	-2	0	-14	-2	22	-1.0	25
CC(C)(C)NC(=O)Cn1cnc2cc([N+](=O)[O-])ccc2c1=O	18	-3	11	15	7	-6	-1.7	-48
O=C(c1nnsc1S(=O)(=O)c1ccc(Cl)cc1)N1CCOCC1	-8	-6	95*	47	-1	35	28	7
CC(C)(C)NC(=O)C(c1ccccc1)N(Cc1cccs1)C(=O)c1csnn1 (stereo not given)	-1	-1	-10	-1	-4	18	0.1	4
Cc1cccc(NC(=O)CNC(=O)N2CC(=O)Nc3ccccc32)c1C	-7	2	2	4	2	-9	0.5	-16
COC(=O)[C@@]1(Cc2ccccc2)[C@H]2C(=O)N(C)C(=O)[C@H]2[C@H]2CN=C(SC)N21	18	1	-17	nt	nt	18	2.5	nt
COc1cc(CO)ccc1Oc1nc2ccccc2n2cnnc12	-10	-2	-2	-13	2	-14	2.9	-23
Cc1cc(S(=O)(=O)N2CCC3(CC2)OCCN3S(=O)(=O)c2cccs2)ccc1F	-3	-3	3	17	3	18	-0.2	5
CC(=O)c1cccc(NC(=O)c2ccc3c(c2)CCCC3)c1	-57	0	-109	-104	-1	33	6.3	-6

Additional compounds.
SMILES	697 NFkB inh	XBP1 UPR activ	Mdm2-MdmX inh	Jurkat NFkB inh	APJ ag	tim23-1 inh	CHOP UPR activ	APJ antagonist
CCOC(=O)C(C)/C(C)=N\Nc1ccc([N+](=O)[O-])cc1[N+](=O)[O-] (stereo not given)	-10	-1	16	2	6	10	-0.3	-22
COc1ccc(OCCN2CCN(S(=O)(=O)c3ccccc3C(F)(F)F)CC2)cc1	-26	0	-1	20	-1	41	2.4	-1
CCCc1cc(=O)oc2cc(OC(C)C(=O)NCc3ccccn3)c(Cl)cc12 (stereo not given)	-18	-1	5	-2	-4	4	-0.4	8
Cc1cccc(NC(=O)CN2CCSc3ccccc32)c1	-6	-3	17	-11	-3	27	2.7	17
Cc1cc(=O)oc2cc(OCC(=O)NC(Cc3c[nH]c4ccc(O)cc34)C(=O)O)c(Cl)cc12 (stereo not given)	-3	0	-18	-19	-1	19	0.3	-31
CCc1noc(C)c1C(=O)Nc1cc(S(=O)(=O)N2CCCCC2)ccc1N(C)C	17	-1	13	13	-4	19	-1.1	0
O=C(O)c1nccnc1C(=O)Nc1ccc(S(=O)(=O)N2CCOCC2)cc1	5	-3	1	1	-1	12	0.5	9
Cc1cccc(N2CCN(S(=O)(=O)c3ccc4c(c3)NC(=O)CO4)CC2)c1C	-10	-4	38	13	-1	43	0.4	3
O=C(O)[C@H](Cc1ccccc1)NC(=O)N1CCC(Cc2ccccc2)CC1	16	-2	3	-4	-3	18	-0.1	-1
Cc1c(NC(=O)/C(C#N)=C/c2ccc(-c3ccc(Cl)cc3)o2)c(=O)n(-c2ccccc2)n1C	-20	16	10	20	0	32	4.1	-8
Cn1c(NC(=O)c2cccnc2)nc2ccccc21	-37	-8	-31	-21	-6	-8	0.8	28
CC1CC(C)CN(C(=O)CCS(=O)(=O)c2ccc3c(c2)NC(=O)CS3)C1 (stereo not given)	-2	-3	-22	4	11	2	1.7	-1
Cc1ccc(N(CC(=O)NC2CCCC2)C(=O)c2nsc(Cl)c2Cl)cc1	10	-4	-7	3	-1	32	1.2	6
CCCC(=O)NCCSC	-6	-3	-28	-5	0	7	-0.4	1
CC1CCN(c2nnc(NC(=O)Cn3c(=O)oc4ccccc43)s2)CC1	15	-3	9	-1	-3	-6	0.3	4
